Nrf2 ARE act – qHTS of Nrf2 Activators. AREc32 ARE-luciferase reporter (MCF7-derived line), luminescence, 24 h. Potency, µM (titrated, usually from 46.1 µM), for inactives: at the top dose activation, actives largely listed as activators. actives 0.31% (n = 410,000); also: potency is read from the fitted curve at half-maximal effect; % of control where 0% means no effect; nearly all actives have a fitted effect of over 65% in size
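AREc32_Fluc, 1000 cells/well, OPTI-MEM + 5% FBS, o/n 37 deg C 5% CO2; 23 nL cpd by pin tool, 24 hr; Steady-Glo 30 min RT, luminescence.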
MCF10A rereplic – A quantitative high throughput screen for small molecules that induce DNA re-replication in MCF 10a normal breast cells; MCF 10A DNA re-replication, Hoechst nuclear intensity, 48 h; Potency, µM (top dose mostly 46.1 µM), for inactives: at the top dose activity, positive = re-replication, most hits filed as activators; actives 2.9% (n = 350,000); AID 624296, 2012; also: potency is read from the fitted curve at half-maximal effect; % of control where 0% means no effect; nearly all actives have a fitted effect of over 50% in size
Nrf2 block – Nrf2 qHTS screen for inhibitors; A549 ARE-Fluc reporter, luciferase luminescence, 18-24 h; Potency, µM (series often up to 46 µM), without a hit: at the top dose activity change, negative = inhibition, hits mostly inhibitors; actives 2.1% (n = 360,000); also: potency is read from the fitted curve at half-maximal effect; % is scaled to controls: 0 for no effect and ±100 for the full control effect; nearly all actives have a fitted effect of over 60% in size
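Concentration-response testing used A549 ARE_Fluc cells at 5000 cells/well. Following an 18-24 h compound incubation, viability was read by fluorescence (Ex 405/Em 525) and luciferase output by luminescence.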
ATXN2 expr inh – Primary qHTS for Inhibitors of ATXN expression | HEK-293 ATXN2-luciferase reporter, luminescence, 24 h | Potency, µM (doses to about 57 µM), for the others: at the highest dose activity change, negative = inhibition, usual class: inhibitors | actives 0.72% (n = 360,000) | AID 1745845, 2022; also: potency is read from the fitted curve at half-maximal effect; % is scaled to controls: 0 for no effect and ±100 for the full control effect; nearly all actives have a fitted effect of over 55% in size
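qHTS (up to 57 uM final) was run with 24 h compound exposure of reporter cells at 37 °C. Each well was multiplexed: SteadyGlo luminescence measured ATXN2-luciferase expression after a fluorogenic Gly-Phe-AFC viability readout (25 uM final).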
HepG2 tox – qHTS for Inhibitors of TGF-b: Cytotox Counterscreen. HepG2 CAGA-GFP viability, ATP luminescence, 18 h. Potency, µM (highest dose often 46.1 µM), for inactives: at the highest dose activity change, negative = cytotoxicity, hits mostly cytotoxic. actives 0.76% (n = 410,000). AID 588856, 2011; also: potency is read from the fitted curve at half-maximal effect; some results filed as inactive show a strong effect at the top dose
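HepG2 CAGA-GFP cells (1000/well, DMEM with 1% FBS) received compound, then TGF-beta at 500 pg/mL final, and were incubated 18 hours at 37 degrees C. Viability was read by CellTiter-Glo luminescence. Media-only wells were set as complete cell-killing and DMSO as no toxicity.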
IL-1B inflam inh – qHTS for Inhibitors of Inflammasome Signaling: IL-1-beta AlphaLISA Primary Screen. THP-1 LPS/ATP IL-1B secretion, AlphaLISA, 16 h; hits give low values. actives 4.7% (n = 360,000). activity change, % at 57.5 µM; in the data active = activity change below about -50%; inconclusive = mostly about -30% to -49%; also: % is scaled to controls: 0 for no effect and ±100 for the full control effect
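THP-1 cells pretreated 1 hr with compounds (up to 57.5 uM final), then stimulated with LPS (250 ng/mL final) plus ATP (1.25 mM final); secreted IL-1B measured by AlphaLISA after 16 hr, decreased signal indicating inhibition.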
TGFb SMAD3 inh – qHTS for Inhibitors of TGF-b | Potency, µM (highest dose often 46.1 µM), without a hit: top-dose activity, negative = inhibition, most hits filed as inhibitors | AID 588855, 2011 | actives 1.2% (n = 410,000) | HepG2 CAGA-GFP TGF-b/SMAD3 reporter, GFP fluorescence, 18 h; TGF-beta stimulated, 500 pg/mL final; also: potency is read from the fitted curve at half-maximal effect; % is scaled to controls: 0 for no effect and ±100 for the full control effect; nearly all actives have a fitted effect of over 65% in size
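Inhibition of TGF-beta-driven CAGA-GFP reporter expression in HEPG2 cells is measured by cellular GFP fluorescence after 18 h stimulation with 500 pg/mL recombinant TGF-beta in 1% FBS medium at 37 degrees C.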
S2 tox – Viability Counterscreen for Primary qHTS for Inhibitors of ATXN expression; Potency, µM (top dose mostly 56.7 µM), hits mostly cytotoxic; S2 cells (HEK-293 line with an ATXN2-luciferase reporter) viability, CellTiter-Fluor protease fluorescence, 24 h; actives 0.49% (n = 400,000); also: potency is read from the fitted curve at half-maximal effect; nearly all actives have a fitted effect of over 40% in size
A549 viability – Nrf2 qHTS screen for inhibitors: counterscreen for cytotoxicity; A549 ARE-Fluc cells, CellTiter-Fluor viability, 18-24 h; Potency, µM (titrated, usually from 46 µM), without a hit: at the highest dose activity change, negative = cytotoxicity, hits mostly inhibitors; actives 0.16% (n = 390,000); AID 504648, 2011; also: potency is read from the fitted curve at half-maximal effect; % is scaled to controls: 0 for no effect and ±100 for the full control effect
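A549 ARE-Fluc cells in 5% FBS OPTI-MEM, 5000 cells/well, rested 2 h then exposed to compounds in concentration-response for 18-24 h at 37 °C. Viability by CellTiter-Fluor fluorescence (Ex 405/Em 525) after 30 min; luciferase luminescence (BugLite, 15 min, RT) read afterwards.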
* hit, by the source's call; i = inactive; ? = inconclusive; . = not tested or not shown; [ ] = another dose, or the depositor's remark. Unless noted, calls follow the shape of the dose curve; as a rule, active = well fitted curve in the direction sought with a large enough effect; inconclusive = small, poorly fitted or top-dose-only effect, or another doubt; inactive = no such curve, though single readings can be large; an effect the other way counts as inactive or inconclusive.

| # | smiles | S2 tox | MCF10A rereplic | Nrf2 block | ATXN2 expr inh | A549 viability | IL-1B inflam inh | TGFb SMAD3 inh | HepG2 tox | Nrf2 ARE act |
| --- | --- | --- | --- | --- | --- | --- | --- | --- | --- | --- |
| 1 | CCOc1ccc2nc(NC(=O)c3ccccn3)sc2c1 | ? | ? | ? | 25µM* | ? | -98* | -9% | -32% | 6.0% |
| 2 | CCc1ccc(NC(=O)CSc2nc(=O)n(CCCN3CCOCC3)c3c2CCC3)cc1 | i | ? | -7% | 4% | -15% | -3 | -19% | -21% | 3.4% |
| 3 | O=C(CSc1nc(N2CCOCC2)nc(N2CCOCC2)n1)Nc1ccccc1F | i | 1% | 1% | 2% | 1% | 1 | -1% | -2% | -0.4% |
| 4 | CC1CN(Cc2nc3c(c(=O)n(C)c(=O)n3C)n2Cc2ccccc2)CC(C)O1 (stereo not given) | ? | 1% | -9% | -12% | 14% | -8 | 19% | -47% | 2.4% |
| 5 | Cc1ccc(N(C)S(=O)(=O)c2nnc(NC(=O)CC(C)C)s2)cc1 | . | . | ? | . | -1% | . | 0% | 4% | -0.2% |
| 6 | C(=NOCCc1ccccc1)c1ccccn1 | i | -5% | ? | 47%[activator] | 3% | -11 | -5% | -8% | 4.1% |
| 7 | COc1ccc(F)cc1C(=O)C1CCCN(C(=O)c2ccc(C(C)=O)s2)C1 (stereo not given) | i | -2% | -13% | 3% | -11% | 49 | -1% | -3% | -0.3% |
| 8 | O=C1/C(=C/c2ccccc2)CCC1C1CCCC1 (stereo not given) | i | 20% | ? | 19% | 3% | -11 | 20% | 5% | 3.0% |
| 9 | O=C(NCc1ccccn1)c1ccc(Br)s1 | i | 7% | 10% | 4% | 6% | -5 | -2% | -24% | 2.4% |
| 10 | CC1CCN(C(=O)COc2cccc3c2CCN(Cc2ccccc2)C3=O)CC1 | i | ? | 4% | -22% | 8% | -29 | 0% | -8% | 3.3% |
| 11 | CC(C)(C)c1ccc(CSc2nc(N)cc(=O)[nH]2)cc1 | i | 10% | ? | 20% | 1% | -2 | ? | -6% | 6.4% |
| 12 | COC(=O)CCN(C(=O)c1ccc(OC(C)=O)cc1)c1ccccn1 | i | -1% | 3% | -6% | 3% | -2 | 2% | 3% | -0.8% |
| 13 | CCCC1c2ccc(C)n2CCN1C(=O)Nc1ccc(F)cc1 (stereo not given) | i | 13% | 8% | 24% | 0% | -9 | 13% | 0% | 4.4% |
| 14 | CCn1c(CC(=O)Nc2cccc(OC)c2)nnc1SCC(=O)N1CCN(c2ccccc2)CC1 | i | -7% | ? | -17% | -8% | -3 | -25% | 0% | 0.1% |
| 15 | Clc1ccc(CSc2nncn2-c2ccccn2)cc1 | i | 10% | 11% | 4% | . | -10 | 2% | -8% | -0.3% |
| 16 | Cc1cccc(C)c1OCCSc1n[nH]c(N)n1 | i | -2% | 17% | 9% | -3% | 9 | 4% | 7% | -0.1% |
| 17 | Cc1ccccc1NC(=S)NCCc1ccccn1 | i | 10% | 6% | 3% | . | -7 | -4% | -19% | 2.4% |
| 18 | CCOc1ccc(CN2CCN(Cc3cnc(-c4ccccc4)s3)CC2CCO)cc1 (stereo not given) | i | 7% | ? | . | -1% | 8 | ? | -20% | 6.2% |
| 19 | O=C(OC(C(=O)NCC1CCCO1)c1ccccn1)c1cccs1 (stereo not given) | i | 2% | 5% | 0% | -7% | -56* | 24% | 5% | 0.1% |
| 20 | Nn1c(SCC(=O)Nc2nccs2)nnc1C1CC1 | i | 14% | -9% | -2% | 0% | 13 | 9% | -3% | 0.1% |
| 21 | Cc1c2cnn(CC(=O)NCc3ccccc3)c(=O)c2c(C)n1Cc1cccc(Cl)c1 | . | . | 12% | . | -3% | . | ? | -6% | -0.6% |
| 22 | Cc1cccc(C)c1-n1nnnc1C1(C)CCC(=O)N1C1CC1 (stereo not given) | i | . | . | 6% | . | 22 | . | . | -0.6% |
| 23 | CCOc1ccc(S(=O)(=O)n2cc(-c3ccc(F)cc3)c(N)n2)cc1 | i | 2% | . | 3% | 13% | -15 | -8% | -3% | 0.1% |
| 24 | O=C(CCN1CCN(c2ccccc2F)CC1)Nc1cccc(F)c1 | i | -6% | 8% | 6% | 0% | 9 | ? | -19% | 4.2% |
| 25 | O=C(c1ccco1)N1CCCC(Nc2ccc3c(c2)OCCO3)C1 (stereo not given) | i | 1% | 22% | 21% | 0% | -9 | 79%[activator] | -1% | 5.9% |
| 26 | CC1Cc2cc(S(=O)(=O)N3CCN(c4ccccc4F)CC3)ccc2N1C(=O)C1CC1 (stereo not given) | i | 4% | 15µM* | ? | -8% | -29 | 1% | 3% | -0.5% |
| 27 | O=C(c1cc(S(=O)(=O)N2CCOCC2)c(Cl)cc1Cl)N1CCCCC1 | i | 19% | ? | -3% | -9% | 12 | -16% | -10% | -0.1% |
| 28 | COc1cc(N=Nc2cccc(S(N)(=O)=O)c2)c2ccccc2c1N | . | ? | ? | 25% | -28% | ? | 0% | -29% | ? |
| 29 | Cc1cc(C)nc(N2CCC(C(=O)NCc3cccs3)CC2)n1 | i | -2% | 11% | 0% | -1% | -15 | -29% | -7% | -0.4% |
| 30 | CCCCn1c(C)cc(/C=C(\C#N)C(=O)O)c1C | i | -22% | -12% | 0% | -9% | 29 | -11% | -8% | -0.7% |
| 31 | CCc1nn(C(C)C(=O)NCCc2ccc(OC)c(OC)c2)c(=O)c2cc3occc3n12 (stereo not given) | i | -7% | 2% | 7% | -8% | -3 | ? | 9% | 0.2% |
| 32 | CC(C)COc1cccc(C(=O)NC(=S)Nc2cccc(NC(=O)c3ccccc3Cl)c2)c1 | i | 8% | 4% | -9% | 0% | 21 | 2% | -20% | -0.2% |
| 33 | O=C(NCc1cccc(Cl)c1)c1ccc(-n2ccnc2)c2ccoc12 | i | . | . | -13% | . | -24 | 0% | -32% | 2.1%[9.22 µM] |
| 34 | CC(=O)Nc1cc(S(=O)(=O)Nc2cccc(C)c2)c(C)cc1C | i | 2% | . | -11% | 2% | 0 | 0% | 5% | -0.3% |
| 35 | CCc1ccccc1NC(=O)Cn1nnc(C(=O)Nc2ccc(OC)c(OC)c2)c1N | . | . | ? | . | 7% | . | 0% | 7% | -1.2% |
| 36 | CSc1nnc(Cc2cc(=O)[nH]c(=O)[nH]2)n1-c1cc(C)ccc1C | ? | -2% | 8% | -1% | 2% | 8 | -1% | -1% | 0.1% |
| 37 | O=C(Nc1cc(C(F)(F)F)cc(C(F)(F)F)c1)Nc1cnn(-c2ccc([N+](=O)[O-])cc2)c1C(F)(F)F | i | ? | -11% | 2% | -6% | 2 | -8% | -25% | 0.0% |
| 38 | CSc1n[nH]c(/N=C/c2oc(O)c3ccccc23)n1 | i | ? | -8% | . | -3% | 0 | 0% | 8% | 0.3% |
| 39 | O=C(Nc1ccc(Cc2ccc(NC(=O)C3CC3)cc2)cc1)C1CC1 | ? | ? | -5% | . | -10% | -11 | 14% | 17% | 0.1% |
| 40 | CC(=O)N1CCc2c(sc3c2c(=O)n(-c2ccccc2C)c(=O)n3CC(=O)c2ccccc2)C1 | i | . | ? | 10% | 2% | . | 1% | -13% | 23% |
| 41 | COC(=O)c1ccc(CN(C(=O)N2CCN(C)CC2)S(=O)(=O)c2ccc(C)cc2)cc1 | i | 0% | -6% | 13% | 0% | -13 | 26% | -8% | 0.7% |
| 42 | CN(C)c1ccc(/C=N/NC(=O)CCc2nc3ccccc3[nH]2)cc1 | i | -1% | -14% | -14% | 15% | -22 | -3% | 11% | 0.6% |
| 43 | O=S(=O)(c1ccc(-c2cc(C(F)(F)F)on2)s1)N1CCN(c2cccc(Cl)c2)CC1 | . | . | ? | . | 23% | . | 5% | -4% | -0.8% |
| 44 | COc1cc(C(=O)NCC(=O)NNC(=O)CN(C)S(=O)(=O)c2ccc(Cl)cc2)cc(OC)c1OC | i | -2% | 3% | 28% | -12% | -4 | 2% | 3% | 0.0% |
| 45 | CCOc1ccc(C(=O)CCC(=O)Nc2ccncc2)cc1 | i | 9% | -5% | -9% | 0% | 2 | -21% | -32% | -0.5% |

Entries above containing a Cl atom (7):
| # | smiles | S2 tox | MCF10A rereplic | Nrf2 block | ATXN2 expr inh | A549 viability | IL-1B inflam inh | TGFb SMAD3 inh | HepG2 tox | Nrf2 ARE act |
| --- | --- | --- | --- | --- | --- | --- | --- | --- | --- | --- |
| 15 | Clc1ccc(CSc2nncn2-c2ccccn2)cc1 | i | 10% | 11% | 4% | . | -10 | 2% | -8% | -0.3% |
| 21 | Cc1c2cnn(CC(=O)NCc3ccccc3)c(=O)c2c(C)n1Cc1cccc(Cl)c1 | . | . | 12% | . | -3% | . | ? | -6% | -0.6% |
| 27 | O=C(c1cc(S(=O)(=O)N2CCOCC2)c(Cl)cc1Cl)N1CCCCC1 | i | 19% | ? | -3% | -9% | 12 | -16% | -10% | -0.1% |
| 32 | CC(C)COc1cccc(C(=O)NC(=S)Nc2cccc(NC(=O)c3ccccc3Cl)c2)c1 | i | 8% | 4% | -9% | 0% | 21 | 2% | -20% | -0.2% |
| 33 | O=C(NCc1cccc(Cl)c1)c1ccc(-n2ccnc2)c2ccoc12 | i | . | . | -13% | . | -24 | 0% | -32% | 2.1%[9.22 µM] |
| 43 | O=S(=O)(c1ccc(-c2cc(C(F)(F)F)on2)s1)N1CCN(c2cccc(Cl)c2)CC1 | . | . | ? | . | 23% | . | 5% | -4% | -0.8% |
| 44 | COc1cc(C(=O)NCC(=O)NNC(=O)CN(C)S(=O)(=O)c2ccc(Cl)cc2)cc(OC)c1OC | i | -2% | 3% | 28% | -12% | -4 | 2% | 3% | 0.0% |

High-throughput results: PubChem, National Center for Advancing Translational Sciences (NCATS)
